Compound activity: PubChem BioAssay, National Center for Advancing Translational Sciences (NCATS)
Tb PYK inh: T. brucei pyruvate kinase inhibition; Q57TT1; TbPYK enzyme, Kinase-Glo Plus ATP luminescence, 45 min; Potency, µM (highest dose often 76.8 µM), inactives show top-dose activity, negative = inhibition, hits mostly inhibitors; 0.12% of 410,000 active; active = well fitted inhibition curve with a large enough effect; inconclusive = small, poorly fitted or top-dose-only effect; also: nearly all actives have a fitted effect of over 50% in size
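Enzyme and substrate buffer are dispensed first and compound is pin-transferred. ADP at 130 uM final then starts the reaction, which runs 45 min at room temperature. Detection reagent is added for 10 min before luminescence is imaged.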
* hit, by the source's call; ? = inconclusive; [ ] = another dose, or the depositor's remark. % is scaled to controls: 0 for no effect and ±100 for the full control effect; potency is read from the fitted curve at half-maximal effect. This is a subset (hit frequency here may not be typical).

| SMILES | Tb PYK inh |
| --- | --- |
| OC[C@@H]1CN(C2CCCC2)C[C@H](n2cnc3c(N4CCCC4)ncnc32)O1 | -6.4% |
| CCC(c1nnnn1-c1ccc2c(c1)OCCO2)N1CCN(C(=O)C2CCCO2)CC1 (stereo unspecified) | -1.9% |
| COc1ccc(N2CCN(c3cc(C(=O)NC4CCCCC4)ncn3)CC2)cc1OC | -16.1% |
| CCCCNC(=O)C1(C)CCN1C(=O)c1cc(F)ccc1C (stereo unspecified) | 5.8% |
| O=C1CC(SC(=S)C2CCCC2=O)C(=O)N1 (stereo unspecified) | ? |
| Brc1ccc2nc(-c3ccccc3)c(Cc3ccccc3)n2c1 | 2.0% |
| COCCNc1nc(Oc2ccc(NC(C)=O)cc2)c2sc(-c3ccccc3)cc2n1 | 2.2% |
| Cc1ccc(-c2nc3ccc(Cl)cn3c2CC(C)(C)C)cc1 | 5.8% |
| CC(=O)Nc1cccc(-c2cc(NC(C)=O)c3ncc(-c4cccc(C(F)(F)F)c4)n3c2)c1 | 4.3% |
| CCc1nc2ccc(C(=O)N3CCN(S(=O)(=O)CC)CC3)cn2c1N(C=O)CCC(C)C | 4.2% |
| COc1ccc(OC(=O)OCc2ccccc2)cc1 | -0.2% |
| COc1ccc(-c2nc3ccc(Cl)cn3c2Cc2ccccc2C(F)(F)F)cc1OC | -9.6% |
| COc1cccc(CN2C(=O)[C@@H]3Cc4c([nH]c5ccccc45)C(C)(C)N3C2=O)c1 | 2.9% |
| CC(O)(c1ccc(F)c(F)c1)c1nc(-c2ccc3ccccc3c2)cs1 (stereo unspecified) | 0.9% |
| CC(=O)NC(c1cccc(F)c1)c1nc(-c2cnn(C)c2)cs1 (stereo unspecified) | 0.0% |
| C#C[C@]1(OC(=O)CCCCCC)CC[C@H]2C3CCC4=CC(=O)CC[C@@H]4[C@H]3CC[C@@]21C (stereo partly specified) | 1.1% |
| CCCCCC(=O)N1C[C@@H](O)[C@H](n2cc(COC(=O)c3ccccc3)nn2)C[C@@H]1c1ccc(C)cc1 | 9.6% |
| O=c1c2ccccc2c2ccccc2c(=O)n1Nc1ccccc1 | -14.7% |
| CCNC(=O)[C@H]1CCCN1C(=O)[C@H](CCCN=C(N)N)NC(=O)[C@H](CC(C)C)NC(=O)[C@H](CC(C)C)NC(=O)[C@@H](Cc1ccc(O)cc1)NC(=O)[C@H](CO)NC(=O)[C@@H](Cc1c[nH]c2ccccc12)NC(=O)[C@H](Cc1cnc[nH]1)NC(=O)[C@@H]1CCC(=O)N1 | -5.9% |
| CCc1nc2ccc(C(=O)N(C)Cc3ccccc3)cn2c1N(CC)CCN(C)C | -1.5% |
| COc1ccc(CCNC(=O)Nc2ccc3c(c2)c(=O)n(C)n3CC=C(C)C)cc1OC | 3.5% |
| O=C(NCc1ccccc1)c1cc(C2COCCN2C(=O)c2ccccc2)on1 (stereo unspecified) | -5.0% |
| C[C@@H](c1ccccc1)N1C[C@H](COCc2ccccc2)Oc2cc(N3CC[C@H](O)C3)ccc2S1(=O)=O | 6.5% |
| CCOC(=O)N1CCN(C(=O)C[C@@H]2C[C@@]3(C(=O)OC)CCCCC=C3N(Cc3ccccc3)C2=O)CC1 | -2.4% |
| Cc1ccc([C@H]2C[C@@H](n3cc(COC(=O)c4ccccc4)nn3)[C@H](O)CN2C(=O)C2CCCCC2)cc1 | -1.0% |
| CC1CCN(C(=O)CCC(=O)Nc2ccc([N+](=O)[O-])cc2)CC1 | 0.7% |
| CC(C)c1ccc(CN2CCC(C)(Oc3ccc(Cl)cc3)C2)cc1 (stereo unspecified) | -2.5% |
| CC(C)COC(=O)N(C)C[C@H]1OCc2cn(nn2)CCCC(=O)N([C@H](C)CO)C[C@@H]1C | 3.0% |
| OC(c1cccc(Cl)c1)c1nc(-c2ccc(F)c(Cl)c2)cs1 (stereo unspecified) | -1.0% |
| CCCS(=O)(=O)NC(=O)C1(C)CCN(C(=O)c2cc(OC)c(OC)c(OC)c2)C1 (stereo unspecified) | -4.8% |

Overlap with the part before: 2 entries, followed by the next part.
| SMILES | Tb PYK inh |
| --- | --- |
| OC(c1cccc(Cl)c1)c1nc(-c2ccc(F)c(Cl)c2)cs1 (stereo unspecified) | -1.0% |
| CCCS(=O)(=O)NC(=O)C1(C)CCN(C(=O)c2cc(OC)c(OC)c(OC)c2)C1 (stereo unspecified) | -4.8% |
| COC1OC2COC(c3ccccc3)OC2C2OC(c3ccccc3)OC12 (stereo unspecified) | 1.2% |
| COc1ccc(CNC(=O)C2(C)Cc3c(-c4cccc(C(N)=O)c4)ccnc3O2)cc1OC (stereo unspecified) | 9.8% |
| CCOC(=O)N1CCN(C(=O)CCN2C(=O)/C(=C\c3ccc(OC)c(OC)c3)SC2=S)CC1 | -4.3% |
| C=CCNc1nc2cc(-c3cccc(NC(C)=O)c3)sc2c(=O)n1C | -0.9% |
| COc1ccc(-c2noc(-c3csc([C@@H]4C[C@H](O)[C@@H](CO)O4)n3)n2)cc1OC | 7.3% |
| O=C(NCc1ccccc1F)Nc1nnc([C@@H]2C[C@H](O)[C@@H](CO)O2)s1 | -3.4% |
| O=C1c2ccccc2C(c2nnnn2-c2ccc3c(c2)OCCO3)N1CCc1c[nH]c2ccccc12 (stereo unspecified) | 2.9% |
| CCOC(=O)Cc1ccc(Nc2nc(NCc3ccccc3)nc3ccsc23)cc1 | 0.6% |
| CCCCC(=O)N(C)c1c(C)nc2ccc(C(=O)NCCOc3ccc(OC)cc3)cn12 | 3.0% |
| COc1ccc(NC(=O)N2CCCC3(CCNCC3)C2)cc1 | -0.5% |
| c1ccc(CNn2nnc3ccccc32)cc1 | -0.5% |
| Cc1nc2ccc(C(=O)NCCCn3ccnc3)cn2c1N(C)C(=O)CCc1ccccc1 | -6.6% |
| CCOC(=O)C1(C(=O)OCC)COC(=O)C1CN1Cc2cc3ccccc3nc2C1 (stereo unspecified) | -12.2% |
| Cc1ccccc1S(=O)(=O)NC(=O)C1(C)CCN1C(=O)c1c(C)noc1C (stereo unspecified) | 1.2% |
| Cc1cc(C)cc(CC(=O)N2CCC2(C)C(=O)NS(=O)(=O)c2ccc(Br)cc2)c1 (stereo unspecified) | 5.2% |
| CC(C)CCN1CCC[C@]2(N[C@H](c3ccccc3)[C@@H]3C(=O)N(Cc4ccccc4)C(=O)[C@@H]32)C1=O | 4.9% |
| COc1ccccc1CN(C)C[C@H]1OCc2cnnn2CCCC(=O)N([C@H](C)CO)C[C@@H]1C | 1.8% |
| COc1cc(CNC(=O)Nc2cccn3nc(COCCO)nc23)cc(OC)c1OC | 4.0% |
| Nc1nc2[nH]cc(CCc3ccc(C(=O)N[C@@H](CCC(=O)O)C(=O)O)cc3)c2c(=O)[nH]1 | 0.0% |
| CC(=O)Nc1cc(-c2ccc(C(=O)N3CCOCC3)cc2)cn2c(-c3ccccc3)cnc12 | 0.6% |
| Cc1cc(NC(=O)c2ccc(OCC3CCCO3)cc2)ccc1Br (stereo unspecified) | 0.2% |
| COc1ccc(S(=O)(=O)N(C)C[C@@H]2OCc3cn(nn3)CCCC(=O)N([C@@H](C)CO)C[C@H]2C)cc1 | -10.2% |
| COc1ccc(C(O)c2nc(-c3cccc(F)c3)cs2)cc1 (stereo unspecified) | 3.4% |
| CC(C)/C=C/C(=O)N1CCC(N2CCC(C(=O)NCC3CCCO3)CC2)CC1 (stereo unspecified) | -1.1% |
| COc1ccc(CNC(=O)c2cn(Cc3ccccc3F)c(=O)s2)cc1 | -1.3% |
| COc1ccc(C)cc1-n1c(SCC(=O)N2CCOCC2)nc2ccccc2c1=O | 1.7% |
| CCCS(=O)(=O)NC(=O)C1(C)CCCN(C(=O)c2ccnc(Cl)c2)C1 (stereo unspecified) | 0.0% |
| Cc1noc(C)c1C(=O)N1CCC[C@@]2(CCN(C(=O)Nc3cccc(C#N)c3)C2)C1 | 6.5% |
| COc1ccc(-c2csc(Nc3ccc(Oc4ccccc4)cc3)n2)cc1 | -6.1% |
| C[C@@H]1CN([C@H](C)CO)C(=O)CCCn2nncc2CO[C@H]1CN(C)Cc1cccc(O)c1 | -10.7% |
| CC(=O)Nc1cccc(-c2ccnc3c2CC(C)(C(=O)NCc2ccc(F)c(F)c2)O3)c1 (stereo unspecified) | 5.0% |
| CC1(C(=O)NS(=O)(=O)c2ccc(C#N)cc2)CCN1C(=O)C1(c2ccc(Cl)cc2)CC1 (stereo unspecified) | 0.8% |
| CCCS(=O)(=O)NC(=O)C1(C)CCCN(C(=O)c2ccccc2C(F)(F)F)C1 (stereo unspecified) | 3.5% |
| Cc1ccc2nc(NC3=NC4(CCCC4)C4=C(CCCC4=O)N3)oc2c1 | 1.3% |
| C[C@@H]1CN([C@H](C)CO)C(=O)CCCn2nncc2CO[C@H]1CN(C)C(=O)Nc1ccnc(N2CCOCC2)c1 | -7.9% |
| CCOC(=O)[C@]12CCC=C1N(Cc1ccc(Cl)cc1Cl)C(=O)[C@H](CC(=O)NCCc1ccccc1OC)C2 | 1.2% |
| CCOC(=O)C1=CC[C@@H](c2ccccc2)N(S(=O)(=O)c2ccc(C)cc2)[C@H]1C#N | -9.8% |
| COc1ccc(CN(C)CCCn2cnc3c(OC)ncnc32)cc1OC | -0.5% |
| CCOC(=O)C1(C)CCCCCN1C(=O)c1ccc(SC(F)(F)F)cc1 (stereo unspecified) | -7.0% |
| CN(C)c1ccc(-c2csc(C(C)(O)c3ccccc3)n2)cc1 (stereo unspecified) | -6.4% |
| COc1ccc(C(=O)N2CCC[C@@]3(CCN(Cc4ccccc4)C3)C2)cc1 | 0.0% |
| O=c1c(CCc2ccccc2)nc2cncnc2n1C1CC1 | -7.8% |
| CSc1ccc(CN2CCC2(C)C(=O)Nc2cccc(Oc3ccccc3)c2)cc1 (stereo unspecified) | 0.4% |
| CCOC(=O)Nc1ccc(S(=O)(=O)N2CCC(c3nc4ccccc4[nH]3)CC2)cc1 | 0.8% |
| CS(=O)(=O)Nc1ccccc1-c1ccc2nccn2c1 | 0.0% |
| CCCCC[C@H]1CCCCC[C@H](O)C[C@H](O)[C@@H](O)/C=C/C(=O)O1 | -5.6% |
| O=C(NCc1ccccc1)c1cc(C2COCCN2S(=O)(=O)c2ccccc2)on1 (stereo unspecified) | 6.6% |
| COc1cccc(-c2cc3nc(C)c(C)c(N4CCN(C(=O)c5ccoc5)CC4)n3n2)c1 | -9.8% |
| CC1(C(=O)NS(=O)(=O)c2cccc(C#N)c2)CCN1C(=O)c1ccc(C2CCCCC2)cc1 (stereo unspecified) | -5.8% |
| CC(C)=CCn1c2ccc(NC(=S)NC3CC3)cc2c(=O)n1C | -11.5% |
| CSCCC(NC(=O)c1ccccc1Cl)C(=O)NCCOc1ccc(C)cc1 (stereo unspecified) | 1.2% |
| CCOC(=O)C1(C)CCN1C(=O)c1ccccc1OC (stereo unspecified) | 5.0% |
| CC(=O)N1CCC2(CC1)CCN(C(=O)Nc1cccc(F)c1)CC2 | 1.3% |
| COc1cccc(C(=O)CCN[C@@H](C)[C@H](O)c2ccccc2)c1 | -7.0% |
| O=C(Nc1nnc([C@H]2C[C@H](O)[C@@H](CO)O2)s1)Nc1cccc2c1CCCC2 | -1.6% |
| COC(=O)c1cc(=O)nc(NN=C2c3ccccc3-c3ccccc32)s1 | -4.4% |
| COc1cccc(NC(=S)NC2CC(C)CC(C)(C)C2)c1 (stereo unspecified) | -1.9% |
| CCCCc1c(-c2ccccc2F)ncn1CCc1ccccc1OC | 3.0% |
| COc1ccccc1-c1cc(NC=O)c2ncc(-c3cccc(C(C)=O)c3)n2c1 | -1.5% |
| CC(=O)N1CCN(S(=O)(=O)c2cccc(C(=O)NC3CCCC(C)C3C)c2)CC1 (stereo unspecified) | -9.2% |

2 of the compounds above, with each value named:
> COc1cccc(NC(=S)NC2CC(C)CC(C)(C)C2)c1 (stereo unspecified)
  Tb PYK inh: -1.9%
> COc1cccc(C(=O)CCN[C@@H](C)[C@H](O)c2ccccc2)c1
  Tb PYK inh: -7.0%

(continued)
| SMILES | Tb PYK inh |
| --- | --- |
| N#CCCn1c(=O)c(-c2ccc(Cl)cc2)nc2cnc(OCc3ccccc3)nc21 | -10.7% |
| O=C(OCc1ccccc1)N1CCC2CC1c1ccc(Cl)cc12 (stereo unspecified) | -4.7% |
| CC(C)c1cc(Cn2c3ccccc3c(=O)n2C(C)CBr)on1 (stereo unspecified) | 0.1% |
| O=C(NCc1ccccc1)C1Cc2c(-c3ccc4c(c3)OCO4)ccnc2O1 (stereo unspecified) | -1.7% |
| COc1ccc(CN2C(=O)c3ccccc3C2c2nnnn2-c2ccc3c(c2)OCCO3)cc1 (stereo unspecified) | 4.1% |
| CC(=O)Nc1ccc(CN(C)c2c(C)nc3ccc(C(=O)Nc4ccc(Cl)c(Cl)c4)cn23)cc1 | 3.0% |
| COc1cccc(C(c2nnnn2C2CCCCC2)N2CCC3(CC2)C(=O)NCN3c2ccccc2)c1OC (stereo unspecified) | -1.3% |
| O=C(c1ccc2c(c1)OCCO2)N1CCN(c2ccc(C(F)(F)F)cn2)CC1 | -6.1% |
| COc1ccc(C(C)(O)c2nc(-c3ccc(Cl)cc3)cs2)cc1 (stereo unspecified) | -3.9% |
| CCCCCCCCN1C(=O)[C@H](CC(=O)NCCCN2CCCC2=O)C[C@@]2(C(=O)OCC)CCCC=C12 | 6.3% |
| COc1cc(CC(C)N)cc2c1OCO2 (stereo unspecified) | -13.6%[157 µM] |
| CCCC(=O)NC(c1cccc([N+](=O)[O-])c1)c1ccc2cccnc2c1O (stereo unspecified) | -13.2% |
| COc1cccc(-c2cnc3c(NC=O)cc(-c4ccccc4Oc4ccccc4)cn23)c1 | 1.3% |
| COCOCCn1cc(CN2CCS(=O)(=O)N(Cc3ccc(-c4ccc(Cl)c(Cl)c4)cc3)C(C)C2=O)nn1 (stereo unspecified) | -10.3% |
| COCCNC(=O)CSc1nc(N)c(NC(=O)c2ccco2)c(=O)[nH]1 | 2.9% |
| Cc1cc(Br)cn2c(Cc3cccc(Cl)c3)c(-c3ccco3)nc12 | -4.5% |
| COc1ccc(CN2C(=O)C(CC(=O)NC3CCCC3)CC(C(=O)N(C)C)=C2C)cc1 (stereo unspecified) | 1.4% |
